Assay outcomes (PubChem)
Yeast growth tox = yeast growth toxicity, wild-type and mutant, primary screen, cytotoxicity control for eIF2B function restoration project, wild-type and eIF2Bepsilon R284H mutant, A595; S. cerevisiae wild-type growth, A595 turbidity, 16 h; growth inhibition, % at 25 µM (by protocol); hit rate 0.3% among 30,000;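 active = mutant and wild-type yeast strains alike exhibit over 30% growth inhibition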;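 note: 0% = untreated cell controls and 100% = YPD media blanks without cells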
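Test system: Wild-type and eIF2Bepsilon-R284H mutant S. cerevisiae, screened separately | Dosing: Single 25 µM compound dose in 0.2% DMSO | Schedule: 16 h compound exposure during growth at 30 °C | Detection: A595 turbidity | Evaluation: Growth inhibition (%) versus cell controls and blanks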
Yeast eIF2B = GCN4-lacZ reporter reduction in eIF2B-epsilon mutant yeast, primary screen, S. cerevisiae, eIF2B-epsilon R284H, Beta-Glo luminescence. hit rate 0.91% among 27,000. inhibition, % at 25 µM (by protocol);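 active = mutant luminescence inhibited past about 50% while wild type luminescence and mutant growth stay under set limits, limit read from the data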; note: some compounds called inactive have numbers as strong as hits
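System: Yeast eIF2B-epsilon R284H mutant carrying GCN4–beta-galactosidase fusion | Read-out basis: Percent inhibition, luminescence and growth | Compound: 25 µM single dose | Times: 16 h at 30 °C exposure | Measured by: Luminescence and A595 | Buffer or medium: YPD medium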
Yeast growth tox inhibition % = recorded beside Yeast growth tox, whose call it bears; growth inhibition, %; S. cerevisiae eIF2Bepsilon-R284H mutant growth, A595 turbidity, 16 h;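 each compound tested once at 25 µM; 0% equals untreated cells and 100% equals cell-free medium blanks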
Yeast eIF2B mutant toxicity = second read-out of Yeast eIF2B, no call of its own (marks repeat the call); growth inhibition, %; measured here: mutant yeast growth, toxicity;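 each compound tested once at 25 µM; zero equals untreated control growth and 100 equals blank medium absorbance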
The depositor's hits bear a star; nt = no result given. Some of the compounds tested; count on the stated rates, not on these rows.

Sample of the layout:
structure,Yeast growth tox,Yeast growth tox inhibition %,Yeast eIF2B,Yeast eIF2B mutant toxicity
CCN(CC)S(=O)(=O)c1ccc(/C(O)=C2/C(=O)C(=O)N(CCOC)C2c2ccccc2)cc1 (centres undefined),25,0,13,nt
CCc1cccc(C)c1N(C(=O)Cn1c(COC)nc2ccccc21)C(C)COC (centres undefined),-5,8,9,8
CC(=O)c1ccc(NC(=O)N[C@@H](CC(C)C)C(=O)O)cc1,-9,17,1,17
O=C(O)c1ccc2c(c1)NC(=O)C(N1CCCC1)S2 (centres undefined),11,10,20,10
CC(=O)Nc1nc(S(=O)(=O)c2ccc(C)cc2)c(Cl)s1,-60,26,nt,nt
CC(=O)Nc1ccc(NC(=O)C(C)Oc2ccccc2F)cc1 (centres undefined),1,12,34,12

Results, previewed entries included:
structure,Yeast growth tox,Yeast growth tox inhibition %,Yeast eIF2B,Yeast eIF2B mutant toxicity
CCN(CC)S(=O)(=O)c1ccc(/C(O)=C2/C(=O)C(=O)N(CCOC)C2c2ccccc2)cc1 (centres undefined),25,0,13,nt
CCc1cccc(C)c1N(C(=O)Cn1c(COC)nc2ccccc21)C(C)COC (centres undefined),-5,8,9,8
CC(=O)c1ccc(NC(=O)N[C@@H](CC(C)C)C(=O)O)cc1,-9,17,1,17
O=C(O)c1ccc2c(c1)NC(=O)C(N1CCCC1)S2 (centres undefined),11,10,20,10
CC(=O)Nc1nc(S(=O)(=O)c2ccc(C)cc2)c(Cl)s1,-60,26,nt,nt
CC(=O)Nc1ccc(NC(=O)C(C)Oc2ccccc2F)cc1 (centres undefined),1,12,34,12
O=C(NCCc1ccncc1)Nc1ccc(Cl)cc1,nt,nt,27,nt
COC(=O)C(F)(Sc1c(C)n(C)n(-c2ccccc2)c1=O)C(F)(F)F (centres undefined),15,18,32,18
CN(C)C(=O)C12CCC(C)(c3nc4ccccc4nc31)C2(C)C (centres undefined),nt,nt,-5,nt
COc1ccc(CCNC(=O)COc2nsnc2N2CCOCC2)cc1OC,1,-7,-11,-7
CC(C)[C@H](NS(=O)(=O)c1ccccc1)C(=O)OCC(=O)NC(=O)c1cccn1C,17,9,nt,nt
CCOC(=O)c1c(-c2ccco2)csc1NC(=O)CSc1nnc(N)s1,0,-25,48,-25
COc1cccc(C2C(C(C)=O)=C(O)C(=O)N2CCc2c[nH]c3ccccc23)c1 (centres undefined),12,-10,14,-10
Clc1ccccc1CSc1nnc(-c2ccncc2)o1,-2,-38,13,-38
CC(=O)CSc1nc2ccc(Nc3nc(N4CCOCC4)nc(N4CCOCC4)n3)cc2s1,nt,nt,-10,nt
COc1ccc(NC2=NCC(=O)N2c2ccccc2)c(OC)c1,2,4,17,4
CCCC1CCC(c2nc(-c3cccnc3)no2)CC1 (centres undefined),nt,nt,-9,nt
CCN(c1cccc(C)c1)S(=O)(=O)c1cccc2nsnc12,-1,11,8,11
NC(=O)c1ncc(C(F)(F)F)cc1Oc1ccc(F)cc1,19,-3,14,-3
COc1cc2[nH]c3c(N4CCN(c5ccccn5)CC4)ncnc3c2cc1OC,16,-19,-11,-19
Cc1ccccc1-n1c(SCC(=O)Nc2ccc3c(c2)OCO3)nnc1-c1ccccn1,12,-2,nt,nt
COC(=O)c1c(-c2ccc(OC)c(OC)c2)csc1N,3,15,25,15
O=c1c2ccccc2nc(SCc2nc3ccccc3s2)n1Cc1ccco1,-15,-6,25,-6
CCOCCCN1C(=O)CN(C2CCCCC2)C(=O)C1c1ccc(OC)c(OC)c1 (centres undefined),12,16,18,16
COCC(C)OC(=O)c1c(N)n(CC(C)C)c2nc3ccccc3nc12 (centres undefined),6,-3,25,-3
Cc1ccc2nc(-c3ccccn3)cc(C(=O)NC3CCN(C)CC3)c2c1,15,-4,21,-4
CCn1cc(C(C)(C)C)c(C#N)c1NC(C)=O,22,13,26,13
COc1ccc(Cl)cc1NC(=O)c1ocnc1C,25,22,-39,22
CCOC(=O)N1CCN(CC(O)COC2CC(C)CCC2C(C)C)CC1 (centres undefined),14,3,nt,nt
O=C(c1ccco1)N1CCN(C(=O)c2ccc(COc3ccc(F)cc3)o2)CC1,9,15,20,15
COc1ccc(-c2nnc3sc(-c4ccccn4)nn23)cc1,-2,-27,49,-27
CS(=O)(=O)N1CCN(c2ncccn2)CC1,9,8,30,8
CC1(O)c2ccccc2C(=O)N1Cc1ccccc1 (centres undefined),-3,12,12,12
Cc1cc(C)c2[nH]c(=O)c(CN(Cc3ccco3)C(=O)C3CCCO3)cc2c1 (centres undefined),nt,nt,16,nt
CN1CC(=O)NC1=NC(=O)c1cc(F)c(F)cc1Cl,8,16,17,16
NC(=O)CSc1nnc(-c2ccc(S(=O)(=O)N3CCOCC3)cc2)n1CC1CCCO1 (centres undefined),-19,-5,2,-5
O=C(Nc1sc2c(c1C(=O)NCC1CCCO1)CCCC2)c1cccs1 (centres undefined),-37,8,5,8
O=C(O)CNc1nc(-c2ccccc2)nc2ccccc12,-18,-15,16,-15
CCC(C)NC(=O)c1ccccc1NC(=O)c1ccccc1N(C)S(C)(=O)=O (centres undefined),nt,nt,-13,nt
CCCCn1c(=NC(=O)c2cccnc2)c(C#N)cc2c(=O)n3cccc(C)c3nc21,-3,-15,29,-15
COn1c(SC(C)C)nc2ccccc2c1=O,-2,-30,-15,-30
CCC(C)C(NC(=O)c1ccccc1NC(=O)c1ccco1)C(=O)O (centres undefined),-2,-7,7,-7
Cc1ccc(-c2nc3ncccn3c2NC(=O)C2CC2)cc1,34,-3,33,-3
O=C(O)c1cc2ccccc2c(=O)s1,17,-10,5,-10
CCN(CC)CCN1C(=O)C(=O)/C(=C(/O)c2cnn(-c3ccccc3)c2C)C1c1cccnc1 (centres undefined),-5,-4,15,-4
O=S(=O)(NCc1ccccc1)c1cnc[nH]1,20,4,18,4
Clc1ccc(-c2nnc(SCc3nc4ccccc4[nH]3)o2)c(Cl)c1,-48,-17,27,-17
Cc1cccc(OCc2nnc(SCC(=O)N3CCCC3)n2C)c1,24,7,-18,7
COCCOC(=O)C1=C(C)NC(=O)NC1c1cn(-c2ccccc2)nc1-c1cccs1 (centres undefined),5,-3,32,-3
Clc1ccc(C2=Nn3c(nnc3-c3n[nH]c4c3CCC4)SC2)cc1,-6,6,19,6

The results go on.
structure,Yeast growth tox,Yeast growth tox inhibition %,Yeast eIF2B,Yeast eIF2B mutant toxicity
CN(Cc1ccccc1)C(=O)Nc1ccccc1,0,4,-11,4
CC1CCC2(CC1)NC(=S)N(c1ccccc1)N2 (centres undefined),33,30,3,30
CCCCC(CC)Cn1c2nc3ccccc3nc2c2c(=N)oc(C)nc21 (centres undefined),-25,-23,-8,-23
CC(=O)c1cn(CC(=O)NCc2ccco2)c2ccccc12,4,-9,-6,-9
Cc1ccc(-c2nc(-c3cccnc3)no2)cc1,38,6,-21,6
COc1cccc(S(=O)(=O)N2CCOCC2)c1,15,9,17,9
CCn1c(C)nc2cc(S(=O)(=O)N3CCCC3)ccc21,37,4,-6,4
Cc1ccccc1NC(=O)c1c(O)c2cccc3c2n(c1=O)CCC3,22,16,23,16
COC(=O)c1ccccc1NS(=O)(=O)c1ccc(F)cc1,-11,10,-2,10
O=C1CC(SC(=NCc2ccc3c(c2)OCO3)Nc2ccccc2)C(=O)N1c1ccccc1 (centres undefined),2,8,17,8
CCc1ccccc1NC(=O)c1nnn(CC(=O)Nc2cccc(C)c2C)c1N,-4,-18,25,-18
Cc1ccc(N2C(=S)N=C(Nc3ccccc3C)C23CCOC(C)(C)C3)cc1 (centres undefined),9,-14,23,-14
CC1(C)CC(=O)C2=C(C1)OC(=O)C2(NC(=O)c1cccs1)C(F)(F)F (centres undefined),-6,0,30,nt
COc1cc(NC(=O)CSc2ncnc3c2cnn3Cc2ccccc2)cc(OC)c1,1,2,18,2
CCc1nnc2sc(-c3ccc(NC(=O)CSc4ccc(Cl)cc4)cc3)nn12,-51,-32,-9,-32
C=CCn1c(=O)/c(=C/c2cc(OC)c(OC)c(OC)c2)s/c1=C(/C#N)c1nc2ccccc2n1C,-15,-6,20,-6
O=C1c2ccccc2S(=O)(=O)N1CC1CC(c2ccccc2)=NO1 (centres undefined),42*,33*,-7,33
COc1ccc(-c2c(C)n([O-])c3c([n+]2=O)CCCC3)c(OC)c1,-6,-5,6,-5
COc1cc(C)c(Cl)cc1S(=O)(=O)n1ccnc1C,19,6,9,6
O=C1CC(Sc2nnc(-c3ccccc3)o2)C(=O)N1c1ccccc1 (centres undefined),37,24,2,24
COCC(C)n1c(C)cc(C(=O)CSc2nnc(N)s2)c1C (centres undefined),39,24,nt,nt
C=CCSc1nc2c(cc1C#N)CCC2,2,-11,-13,-11
CCn1c(COc2cccc(C)c2)nnc1SCC(=O)Nc1cccc(C(=O)OC)c1,20,-3,nt,nt
Cn1c(=O)cc(SCC(=O)NCC2COc3ccccc3O2)c2ccccc21 (centres undefined),0,3,11,3
CC(O)c1cccc(NC(=O)CCC(=O)O)c1 (centres undefined),23,18,28,18

Part of the list above, with values under each structure:
Results follow in this order: Yeast growth tox | Yeast growth tox inhibition % | Yeast eIF2B | Yeast eIF2B mutant toxicity
CCn1c(C)nc2cc(S(=O)(=O)N3CCCC3)ccc21
  37 | 4 | -6 | 4
COCC(C)n1c(C)cc(C(=O)CSc2nnc(N)s2)c1C (centres undefined)
  39 | 24 | nt | nt
CC(O)c1cccc(NC(=O)CCC(=O)O)c1 (centres undefined)
  23 | 18 | 28 | 18
CC(=O)c1cn(CC(=O)NCc2ccco2)c2ccccc12
  4 | -9 | -6 | -9

Next part.
structure,Yeast growth tox,Yeast growth tox inhibition %,Yeast eIF2B,Yeast eIF2B mutant toxicity
CCc1onc(C)c1C(=O)Nc1cc(C)ccc1OC,32,19,23,19
Cc1ccc(NS(=O)(=O)c2ccc(OCC(=O)NCc3ccco3)cc2)cc1,nt,nt,18,nt
CCOc1cc(-c2cc(-c3ccc(C)cc3)nc(N)c2C#N)ccc1O,-17,-8,nt,nt
COc1ccc(OC)c(NC(=O)C2CCCCC2C(=O)O)c1 (centres undefined),19,-7,nt,nt
Cc1cc(C)nc(Nc2n[nH]c(COc3ccc4ccccc4c3)n2)n1,-2,0,2,nt
CCOc1ccc(CSC(=N)N)cc1[N+](=O)[O-],1,14,8,14
O=C(Nc1nnc(C2CC2)s1)C1Cc2ccccc2CN1S(=O)(=O)c1ccccc1F (centres undefined),-13,-25,29,-25
COc1cc(C(=O)Nc2ccc3c(c2)OCCO3)ccc1-n1cnnn1,17,15,20,15
CCOC(=O)c1c(C)[nH]c(C(=O)Nc2ccc3c(c2)OCO3)c1C,-5,-43,31,-43
Cc1ccc2c(CC(=O)NCC3COc4ccccc4O3)coc2c1 (centres undefined),-2,11,28,11
S=c1[nH]nc(COc2ccc3c(c2)OCO3)n1-c1ccccc1,0,0,15,nt
O=C(NCc1ccco1)Nc1cccs1,1,3,-10,3
CCCCc1c(O)nc(SCC(=O)NCC2CCCO2)[nH]c1=O (centres undefined),-6,0,7,nt
COc1ccc(C2CC(c3ccc(Br)cc3)Nc3nc(N)nn32)cc1 (centres undefined),-6,0,26,nt
CC(C)CC(=O)Nc1cccc(-c2cn3ccsc3n2)c1,0,-4,21,-4
COc1ccc(C(=O)Nc2nnc(-c3ccccc3)o2)cc1OC,14,-18,21,-18
C=CCn1c2ccccc2c2nnc(SCC(=O)OCN3C(=O)c4ccccc4C3=O)nc21,-4,-43,25,-43
Cc1ccc(N2CCN(c3ccc(C)cc3)C2c2cccnc2)cc1,22,0,nt,nt
COc1ccc(OCC(O)Cn2ccnc2C)cc1 (centres undefined),-6,-12,27,-12
Cc1cnc(C(=O)OCC(=O)NC2CCCC(C)C2C)cn1 (centres undefined),4,11,24,11
N#CCCN1CCN(S(=O)(=O)c2ccc(C#N)cc2)CC1,8,10,23,10
CCc1nnc(NC(=O)CSc2nnc(-c3cc4ccccc4cc3O)n2CCOC)s1,11,16,24,16
CCc1ccc(S(=O)(=O)NCCc2cn3ccccc3n2)s1,23,-14,20,-14
CC(C)(Oc1ccc(-c2ccco2)cc1)C(=O)O,-4,6,10,6
COCCNC(=O)c1ccc2c(c1)ncn2-c1ccc(F)c(F)c1,11,-3,28,-3
CCCCN(C(=O)Nc1ccc(Cl)cc1)C1CCN(C(C)=O)CC1,20,5,22,5
O=C(COc1ccc(Cl)cc1)Nc1ccccc1CO,23,7,25,7
